Screens (PubChem BioAssay)
NPYLR7 agonist: mosquito NPYLR7 agonism. activation, % at 10 µM. 0.15% of 270,000 active. HEK293T NPYLR7/Galpha15, GCaMP6s calcium fluorescence; in the data active = activation above about 40%;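 note: 0% = vehicle and 100% = reference agonist at the receptor; some compounds past the cut are filed as inactive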
hcGAS lum: blocks human cGAS activity; recombinant h-cGAS, ATP depletion, Kinase-Glo luminescence; Q8N884; AID 1259398; inhibition, % at 12.5 µM; 0.081% of 290,000 active;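 note: 0% = vehicle reaction and 100% = reaction without DNA for no activity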
Target sequence (Q8N884 whole entry, looked up): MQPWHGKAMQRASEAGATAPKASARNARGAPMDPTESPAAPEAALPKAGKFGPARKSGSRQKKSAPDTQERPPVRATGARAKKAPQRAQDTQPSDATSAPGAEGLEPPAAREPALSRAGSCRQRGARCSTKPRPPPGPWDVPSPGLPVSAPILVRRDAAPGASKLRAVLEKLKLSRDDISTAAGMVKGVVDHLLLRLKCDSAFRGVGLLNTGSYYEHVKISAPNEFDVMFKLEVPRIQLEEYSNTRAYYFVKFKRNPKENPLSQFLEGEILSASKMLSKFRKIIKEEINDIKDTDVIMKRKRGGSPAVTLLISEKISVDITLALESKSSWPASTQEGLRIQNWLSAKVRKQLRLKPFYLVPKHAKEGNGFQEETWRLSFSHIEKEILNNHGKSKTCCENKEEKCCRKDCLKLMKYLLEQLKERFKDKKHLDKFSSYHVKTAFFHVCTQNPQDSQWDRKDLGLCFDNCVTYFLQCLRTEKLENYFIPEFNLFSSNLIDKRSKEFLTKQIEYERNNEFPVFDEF
mcGAS lum: inhibitors of mouse cGAS; Q8C6L5; recombinant cGAS, Kinase-Glo ATP depletion luminescence; inhibition, % at 12.5 µM; 0.15% of 160,000 active; AID 1259399;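 note: 0% = negative control wells and 100% = reference inhibitor with no enzyme activity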
* = called active by the depositor; . = not tested or not shown. Cut-off read from the data, not from the text of the source, unless noted: active = inhibition above about 40%; inactive = the rest.

SMILES | NPYLR7 agonist | hcGAS lum | mcGAS lum
NCc1ccccc1CC(=O)N[C@@H]1C(=O)N2C(C(=O)O)=C(CSc3nnnn3CC(=O)O)CS[C@H]12 | 3 | -4 | .
Cc1nc(C(C)C)sc1C(=O)N1CCCCC1C(=O)O (centres undefined) | 4 | -9 | .
CCOC(=O)Nc1cccc(-n2cnnc2)c1 | -5 | -1 | .
N#Cc1ccccc1OCC(=O)Nc1ccccc1N1CCCCC1 | 6 | -10 | -8
CC(CN(C)c1ccccc1)NC(=O)c1cccnc1 (centres undefined) | 9 | 3 | -5
CCNC(=O)Nc1cn(CC)c2ccccc12 | -1 | -5 | -8
O=C(c1ccc(F)cc1)N1CCSC12C(=O)N(Cc1ccccc1Cl)c1ccc(Cl)cc12 (centres undefined) | 12 | -6 | -6
Cc1ncnc(NCc2cccnc2Oc2cccc(C(F)(F)F)c2)c1C | 2 | -7 | .
CCc1ccc(OCC(O)CN2C(=O)c3ccccc3C2=O)cc1 (centres undefined) | 4 | -2 | -5
O=C(Nc1cccc(F)c1)C(=O)N1CCO[C@@H]2CCCC[C@H]21 | -3 | -9 | .
Cc1ccc(C(=O)N2CCN(c3ccc([N+](=O)[O-])cc3)CC2)o1 | -5 | 1 | .
COCCn1nnnc1C1CN(Cc2nc3c(s2)CCCC3)CCO1 (centres undefined) | . | -12 | -5
CCOC(=O)C1CCN(CC(=O)N2N=C(c3ccc(F)cc3)CC2c2ccc3c(c2)OCO3)CC1 (centres undefined) | -4 | -5 | -4
COc1ccc(C2NN(Cc3ccccc3)C3C(=O)N(C)C(=O)C23)cc1 (centres undefined) | 27 | -9 | -9
O=C(c1ccc2c(c1)OCO2)N1CCCC(OCc2cccc(OC(F)(F)F)c2)C1 (centres undefined) | -4 | -3 | .
O=C(c1ccccc1C1CCNC1)N(Cc1cccc(O)c1)C1CC1 (centres undefined) | 1 | -7 | -15
O=C(NCCCN1CCOCC1)c1cc(-c2ccc(F)cc2)nc2cc(-c3ccccc3)nn12 | 17 | -3 | -5
CCCSc1ncccc1C(=O)N[C@@H](C)[C@H](O)c1ccccc1 | -11 | -5 | -6
COc1ccc(CN(CCc2c[nH]c3ccccc23)C(=O)CN(C(=O)c2ccc([N+](=O)[O-])cc2)C(C)C)cc1 | 20 | -2 | -4
Cc1ccccc1OCCCN1CCC(NC(=O)C2CC2)CC1 | -6 | -4 | .
CCN1CCN(C(=O)c2cc(-c3ccc(Cl)cc3)n(-c3ccccc3C)c2C)CC1 | -2 | -10 | -5
c1cncc(CN2CCN(c3cc(-c4cccc5ccccc45)nc4ccnn34)CC2)c1 | 6 | -2 | -4
CSc1nc2ccc(NC(=O)c3ccncc3)cc2s1 | -4 | -6 | .
Cn1ncc(C(=O)N2CCN(Cc3cc(=O)c(OCc4ccc(-c5ccccc5C#N)cc4)co3)CC2)c1Cl | 1 | 5 | 2
Cc1ccccc1-c1ncc(CN2CCCC(C(=O)c3cccc(Cl)c3)C2)cn1 (centres undefined) | 14 | -4 | -9
Cc1ncc(COc2ccc(-c3ccc(C#N)cc3)cc2)s1 | 1 | -4 | -6
O=C1NC2(CCN(C(=O)Nc3ccc(Br)cc3)CC2)Nc2cc(Cl)ccc21 | 1 | -8 | -5
COc1ccc(-c2ccc(CCC(=O)NCCOC(C)C)n2-c2ccc(SC)cc2)cc1 | 0 | -5 | -11
O=C(Nc1nc2c(s1)CCN(Cc1ccccc1)C2)c1cccc(F)c1 | 7 | -7 | .
CC(C#N)Oc1ccc(CNCCn2cccn2)cc1 (centres undefined) | 1 | -9 | .
CC(c1ccc(C(=O)N(C)Cc2ccc3c(c2)OCO3)o1)N1CCCCC1 (centres undefined) | 22 | -1 | -14
CC12CCCCC1c1ccccc1C(=NCC(=O)O)N2 (centres undefined) | 1 | -3 | .
COc1ccc(OC)c(NC2=NS(=O)(=O)c3ccccc32)c1 | -13 | -3 | -8
NC(=O)CCCCC(=O)OCCCc1cccs1 | -2 | 2 | .
CC1CN(C(=S)NC(=O)C2CCCC2)CCN1C(=S)NC(=O)C1CCCC1 (centres undefined) | -6 | -5 | .
COC(=O)CN(CC(=O)NC(C)C)Cc1cc(Cl)ccc1O | -3 | -4 | .
Cc1noc(CCCNC(=O)c2cccc(OC3CCCC3)c2)n1 | 8 | -7 | -17
Cc1csc(SCC(=O)N(C2CCCC2)C2CCS(=O)(=O)C2)n1 (centres undefined) | 13 | -12 | .
CCOC(=O)NC1CCCN(C(=O)Cc2ccc(OC)c(OC)c2)C1 (centres undefined) | 16 | -4 | .
Cc1nnc(SCC(=O)Nc2ccc(Cl)cc2F)n1C | 24 | -12 | .

4 of the compounds above, with values under each structure.
Sequence of screens – NPYLR7 agonist | hcGAS lum | mcGAS lum
- NC(=O)CCCCC(=O)OCCCc1cccs1
    -2 | 2 | .
- CCOC(=O)NC1CCCN(C(=O)Cc2ccc(OC)c(OC)c2)C1 (centres undefined)
    16 | -4 | .
- CSc1nc2ccc(NC(=O)c3ccncc3)cc2s1
    -4 | -6 | .
- COc1ccc(OC)c(NC2=NS(=O)(=O)c3ccccc32)c1
    -13 | -3 | -8

The list continues.
SMILES | NPYLR7 agonist | hcGAS lum | mcGAS lum
CCONC(=O)C1CC(=O)N(c2cc(F)cc(F)c2)C1 (centres undefined) | 1 | -4 | .
CCn1c(C)cc(C(=O)CSc2nnc(N)s2)c1C | 4 | -9 | -5
CCCc1nc(N2CCCN(S(=O)(=O)Cc3ccccc3)CC2)c2c(-c3ccccc3)noc2n1 | 21 | -1 | -6
COc1ccccc1CCN(C)S(=O)(=O)c1ccc(F)c(C#N)c1 | -1 | -10 | .
CNC(=O)C(C)N(C)C(=O)c1ccccc1-c1ncc[nH]1 (centres undefined) | 3 | -3 | -15
CCCCCCCCCC(=O)N1CCN(C(=O)CCCCSc2nnc(-c3ccc(C)cc3)n2-c2ccccc2)CC1C (centres undefined) | -2 | -2 | -5
Cc1nc(NCC(O)COc2ccc(Cl)c(C)c2)c2cnn(C)c2n1 (centres undefined) | 10 | -9 | .
COc1ccc(Br)cc1/C=C1N=C(/C=C/c2ccccc2)OC/1=O | 9 | -3 | .
Cc1ccc(OC(=S)Nc2ccc(O)cc2)cc1 | 1 | -7 | .
CN(C)c1ncnc2c1CCN(C(=O)c1cn[nH]c1-c1cccc(F)c1)C2 | . | -1 | -4
CC(C)c1ccc(C=NNC(=O)c2cccc(I)c2)cc1[N+](=O)[O-] | 0 | 0 | .
CC1(Cc2ccccc2C#N)C(=O)Nc2ccc(-c3cccc(C(F)(F)F)c3)cc21 (centres undefined) | 3 | 6 | .
CC(=O)Nc1ccc(/C=C/c2ncc(/C=C/C(=O)O)s2)cc1 | 15 | -9 | .
CC1CN(C(=O)c2cc3ccsc3n2Cc2cccc(F)c2)CCN1C(=O)COc1ccccc1 (centres undefined) | . | -12 | -9
COC(=O)[C@H]1C[C@@H](O)CCN1S(=O)(=O)c1cc(C)c(Cl)cc1C | 8 | 0 | .
Cc1ccc(NCCCn2cnc(-c3ccccc3)c2-c2cnc[nH]2)nc1 | 2 | -3 | -16
CCCc1nc(C(=O)N2CC[C@H](O)C[C@@H]2C(=O)OC)cs1 | 13 | -10 | .
C=CC(C)(O)CN(CCC)Cc1c(CC)nn(-c2ccc(OC)cc2)c1Oc1ccccc1OC (centres undefined) | 5 | -5 | -5
Cn1c(CNC(=O)Cc2c(Cl)cccc2Cl)n[nH]c1=S | 0 | -6 | .
CC(C)Oc1ccc2c(=O)c(Oc3ccc(F)cc3)coc2c1 | 2 | -7 | .
O=[N+]([O-])c1ccccc1OCCCOc1ccc(Cl)c2cccnc12 | -6 | 4 | .
CC1Cc2cc(CNC(=O)CCNC(=O)c3ccc(F)cc3)ccc2O1 (centres undefined) | -4 | -8 | -19
Cc1c(Cl)cccc1N1CN(C(=O)CN(CC(C)C)C(=O)C2CC2)CC1=O | 27 | -9 | -5
Cc1ncc(-c2ccc(NC(=O)C3CC3C)cc2)o1 (centres undefined) | 2 | -5 | .
NC(=O)CCCNC(=O)c1ccc(Oc2ccc(F)cc2F)cc1 | 14 | -10 | .
Cc1nnc(SCC(=O)N2CC3(C)CC2CC(C)(C)C3)[nH]c1=O (centres undefined) | 3 | -12 | .
COc1ccc(-c2ncncc2Oc2ccccc2Br)c(O)c1 | 2 | -7 | -8
Cc1ccccc1C(=O)N[C@@H]1CCCCC1NC(=O)C1CCN(C(=O)c2ccc(C(F)(F)F)cc2)CC1 (some centres undefined) | 5 | 1 | -4
CCC(c1nc2ccccc2c(=O)n1-c1ccc(Br)cc1)N(CC)C(=O)c1cccc(OC)c1 (centres undefined) | -3 | 1 | -3
Cc1cc(C)n(CC(C)NCCN2CCc3ccccc32)n1 (centres undefined) | 5 | -5 | .
O=C(NN=C1CC2CC1C1CCCC21)C1CCCO1 (centres undefined) | 5 | -11 | .
COc1ccc(/C=C2\C=C(c3ccccc3)N(c3ccccc3OC)C2=O)cc1Br | 0 | -6 | -6
C(=C\c1ccccc1)/CN1CCN(c2c3c(nc4ncnn24)CCCC3)CC1 | 5 | 5 | 3
O=C(NCCNc1ncnc2ccsc12)c1ccc(F)cc1F | 4 | 3 | .
O=C(C1c2ccccc2Oc2ccccc21)N1CCN(c2ncnc3c2nnn3-c2ccccc2)CC1 | 2 | -8 | -7
CCOC(=O)Cn1c(=O)c2c(nc3n2CCCCN3c2ccc(C)cc2)n(C)c1=O | 22 | -7 | .
CCCOC(=O)C1=C(C)NC2=C(C(=O)CC(c3ccc(Cl)cc3)C2)C1c1ccc(N(C)C)cc1 (centres undefined) | 1 | -5 | -6
CCOC(=O)C1CCN(C(=O)c2cn3c(n2)CN(CC)CC3)CC1 | . | -5 | -2
CN1c2ccccc2C(C)(C)C12C=Cc1cc([N+](=O)[O-])ccc1O2 (centres undefined) | -1 | 4 | .
COC(=O)c1cccc(NC(=O)N2CCc3ccccc3C2c2ccc(Cl)cc2)c1 (centres undefined) | 23 | -5 | -7
O=c1[nH]c(/C=C\c2ccc(N3CCOCC3)cc2)c([N+](=O)[O-])c(=O)[nH]1 | 2 | -8 | .
O=C(C1CCCN(c2nnc(N3CCCC3=O)s2)C1)N1CCCC1 (centres undefined) | 2 | -7 | .
NS(=O)(=O)c1ccc(CCNc2ncnc3c2c(-c2ccccc2)cn3-c2ccc(F)cc2)cc1 | -3 | -3 | -6
CC(C)CN1CCC[C@@H]1CNC(=O)c1ccc(OCC(F)(F)F)nc1 | -4 | -8 | -9
CN(CC1CCCN(CCc2ccc(Cl)cc2)C1)C(=O)c1ccsc1 (centres undefined) | 4 | -11 | .
CC(C)(C)C(=O)COC(=O)c1ccccc1N1CCN(CCO)CC1 | -6 | 5 | .
Cc1cc2c(C)nc(-c3ccccc3)nc2o1 | 5 | -7 | -6
COc1ccc(-c2nnc3n(CC(C)C)c4c(=O)n(C)c(=O)n(C)c4n23)cc1 | 8 | -1 | .
CC1(C(=O)NCc2cccs2)CCN1C(=O)CC1CCCC1 (centres undefined) | 5 | 1 | .
Cc1cc(C)nc(Nc2n[nH]c(-c3ccc(C(C)(C)C)cc3)n2)n1 | 3 | -14 | -10
CC(C)=CCC/C(C)=C/CNS(=O)(=O)c1cc(C)c(Cl)cc1C | 0 | -4 | -5
COc1ccc(OC)c(C(=O)c2ccc(C(=O)NCC3Cc4cccc(-c5ccncc5)c4O3)cc2)c1 (centres undefined) | 15 | -6 | -7
Cc1ccc(C(=O)NNC(=O)c2ccoc2C)cc1C | 9 | -4 | -5
O=C1C(C(c2ccco2)N2CCN(c3ccccc3)CC2)Sc2ncnn21 (centres undefined) | 2 | 3 | -1
CCOC(=O)Cc1c(C)nc2ncnn2c1N1CCN(Cc2ccc3c(c2)OCO3)CC1 | . | -3 | -5
CO[C@@]12CC[C@@H](OCC3CC3)C[C@@H]1N(Cc1cc(=O)[nH]c(C)n1)CC2 | . | -9 | -6
O=C1CCCc2cc(C(=O)N3CCC(Oc4cccnc4)C3)ccc2N1 (centres undefined) | -1 | -5 | .
COc1cc(-c2nc(SCC(O)OC)nc3c2CCCC3)cc(OC)c1OC (centres undefined) | -8 | -2 | .
CN1CCN(C(=O)CCC2CCCN(Cc3ccc4ccccc4c3)C2)CC1 (centres undefined) | 8 | -6 | .
O=C(COCc1ccccc1)NCCNc1nc(-c2ccc(F)cc2)nc2cc(Cl)ccc12 | 9 | -3 | -3
CCOC(=O)c1ccccc1N(C)C(=O)CCc1c(C)noc1C | 0 | 3 | .
CCOc1ccccc1N1CCN(C(=O)c2ccc(C(F)(F)F)cc2)C(C)C1=O (centres undefined) | -4 | 1 | 2
COc1cc(NC(=O)N(CCN(C)C)CC(C)C)cc(OC)c1 | -1 | -12 | -19

7 structures from above, sorted by length of the SMILES, largest number first.
SMILES | NPYLR7 agonist | hcGAS lum | mcGAS lum
COc1ccc(OC)c(C(=O)c2ccc(C(=O)NCC3Cc4cccc(-c5ccncc5)c4O3)cc2)c1 (centres undefined) | 15 | -6 | -7
NS(=O)(=O)c1ccc(CCNc2ncnc3c2c(-c2ccccc2)cn3-c2ccc(F)cc2)cc1 | -3 | -3 | -6
Cc1cc(C)nc(Nc2n[nH]c(-c3ccc(C(C)(C)C)cc3)n2)n1 | 3 | -14 | -10
O=C1C(C(c2ccco2)N2CCN(c3ccccc3)CC2)Sc2ncnn21 (centres undefined) | 2 | 3 | -1
O=C1CCCc2cc(C(=O)N3CCC(Oc4cccnc4)C3)ccc2N1 (centres undefined) | -1 | -5 | .
CN(CC1CCCN(CCc2ccc(Cl)cc2)C1)C(=O)c1ccsc1 (centres undefined) | 4 | -11 | .
O=C(C1CCCN(c2nnc(N3CCCC3=O)s2)C1)N1CCCC1 (centres undefined) | 2 | -7 | .
